# Mtb UGM inh – M. tuberculosis UGM enzyme inhibitors, primary screen, biochemical, fluorescence polarization, single point; UDP-galactopyranose mutase (Mycobacterium tuberculosis (strain ATCC 25618 / H37Rv)), …; purified UGM, fluorescence polarization probe displacement; inhibition, % at 10 µM; actives 0.06% (n = 320,000); AID 504406, 2011; in the data active means inhibition above about 10%, passing the limit was not always enough; inconclusive means no clear call, values can overlap the other calls
# Target sequence (P9WIQ1 whole entry, looked up): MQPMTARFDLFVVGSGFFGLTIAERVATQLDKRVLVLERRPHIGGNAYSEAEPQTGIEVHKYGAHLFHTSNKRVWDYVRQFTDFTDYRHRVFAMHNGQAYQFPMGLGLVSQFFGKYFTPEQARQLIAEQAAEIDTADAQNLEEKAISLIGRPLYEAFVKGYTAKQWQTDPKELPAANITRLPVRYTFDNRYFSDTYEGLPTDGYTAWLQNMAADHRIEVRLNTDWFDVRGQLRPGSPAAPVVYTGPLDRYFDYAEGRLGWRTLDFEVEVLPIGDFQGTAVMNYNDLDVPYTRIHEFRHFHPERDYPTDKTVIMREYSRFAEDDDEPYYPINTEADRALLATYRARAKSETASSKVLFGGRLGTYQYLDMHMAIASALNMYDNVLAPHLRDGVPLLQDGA
# FadD28 FP inh – inhibitors of FadD28 bisubstrate probe binding, primary screen, biochemical, fluorescence polarization, single point; Mycobacterium tuberculosis FadD28 fatty-acid-AMP ligase; inhibition, % at 12.5 µM; actives 0.22% (n = 360,000); AID 588549, 2011; in the data active means inhibition above about 8.5%, passing the limit was not always enough; inconclusive means no clear call, values can overlap the other calls
# BioA inh – M. tuberculosis BioA enzyme inhibitors, primary screen, biochemical, plate reader, single point, HTS. actives 0.096% (n = 360,000). 7,8-diaminopelargonic acid synthase BioA (Mycobacterium tuberculosis). purified M. tuberculosis BioA enzyme. AID 602481, 2012. inhibition, % at 9.99 µM; in the data active means inhibition above about 40%; inconclusive means no clear call, values can overlap the other calls
# GDH-TPI inh – GDH-TPI coupling enzyme inhibitors, primary screen, artefact control for M. tuberculosis FBA inhibitor project, biochemical, absorbance, full deck | GDH-TPI coupled enzyme counterscreen, NADH absorbance | inhibition, % at 4.8 µM | actives 1.2% (n = 360,000) | AID 588335, 2011; in the data active means inhibition above about 30%;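 further: 0% = DMSO wells and 100% = wells lacking the enzyme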
# PfHsp40 rescue – rescue of yeast from PfHsp40 toxicity, primary screen, S. cerevisiae, ATP luminescence; actives 0.68% (n = 340,000); growth rescue, % at 12.5 µM; AID 504582, 2011; S. cerevisiae expressing PfHsp40, growth rescue; in the data active means growth rescue above about 28%, passing the limit was not always enough; inconclusive means no clear call, values can overlap the other calls;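 further: yeast W303a lacking pdr1 and pdr3 grown in galactose medium; growth measured after three days at 30 °C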
# Anthrax LF prot – Bacillus anthracis LF protease inhibitors, primary screen, biochemical, multiplex microsphere, MLPCN library. multiplex microsphere protease cleavage assay. actives 0.12% (n = 360,000). inhibition, % at 10 µM; further: plate controls were buffer without enzyme for full effect and enzyme alone for no effect
# BoNT A protease – BoNT/A light chain protease inhibitors, primary screen, biochemical, flow cytometry, MLPCN library; Botulinum neurotoxin type A light chain protease (Clostridium botulinum A str. ATCC 3502); multiplex microsphere protease substrate cleavage; inhibition, % at 10 µM; actives 0.17% (n = 360,000); further: plate controls were buffer without enzyme for full effect and enzyme alone for no effect
# BoNT F protease – BoNT/F light chain protease inhibitors, primary screen, biochemical, flow cytometry, MLPCN library. Multiplex microsphere protease cleavage assay. inhibition, % at 10 µM. AID 588497, 2011. actives 0.22% (n = 360,000). Botulinum neurotoxin type F light chain protease (Clostridium botulinum); in the data active means inhibition above about 35%, passing the limit was not always enough; inconclusive means no clear call, values can overlap the other calls; further: plate controls were buffer without enzyme for full effect and enzyme alone for no effect
# FBA Mtb inh – Mtb FBA enzyme inhibitors, primary screen, biochemical, fluorescence, strain H37Rv | Fructose-bisphosphate aldolase (Mycobacterium tuberculosis (strain ATCC 25618 / H37Rv)), … | purified M. tuberculosis FBA, fluorescence read-out | inhibition, % at 1 µM | actives 2.3% (n = 360,000); in the data active means inhibition above about 27%;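 further: 0% = vehicle and 100% = reference inhibitor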
# Target sequence (P9WQA3 whole entry, looked up): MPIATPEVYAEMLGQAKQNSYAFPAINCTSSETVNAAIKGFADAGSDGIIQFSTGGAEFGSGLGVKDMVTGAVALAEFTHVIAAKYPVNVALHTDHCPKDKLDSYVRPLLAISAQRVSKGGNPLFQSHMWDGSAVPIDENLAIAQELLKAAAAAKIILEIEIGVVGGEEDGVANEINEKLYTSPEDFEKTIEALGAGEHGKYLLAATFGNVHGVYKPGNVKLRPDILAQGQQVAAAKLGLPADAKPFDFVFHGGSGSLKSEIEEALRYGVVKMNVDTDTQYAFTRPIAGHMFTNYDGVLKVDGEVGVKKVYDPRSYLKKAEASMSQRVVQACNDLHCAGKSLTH
# Active calls of the source: *; ? = inconclusive; nt = no result given. Unless noted, no stated cut-off is given here; in the data, active means inhibition above about 30%; inconclusive means no clear call, values can overlap the other calls; inactive means below that.
nr	smiles	Mtb UGM inh	FadD28 FP inh	BioA inh	GDH-TPI inh	PfHsp40 rescue
1	COc1ccc(CN(C(=O)CNC(=O)c2ccco2)C(C(=O)NCC2CCCO2)c2ccc(OC)c(OC)c2)cc1 (stereo unspecified)	-0.8	-2.3	0.9	0.0	-0.6
2	O=C(CCCc1ccccc1)Nc1cccc(C(=O)O)c1	2.8	-1.4	nt	-1.9	0.2
3	Cc1ccc(CN2CCN(C(=O)c3ccncc3)CC2)cc1	2.4	0.1	-0.7	0.0	0.2
4	Cc1nn(Cc2c(Cl)cccc2Cl)c(C)c1NC(=O)CCCn1nc(C)c([N+](=O)[O-])c1C	6.7	-2.4	nt	0.0	-0.6
5	CCOCCn1c(CN2CCN(CCO)CC2)nc2c1c(=O)n(C)c(=O)n2C	-1.8	-4.6	-0.1	-1.0	0.5
6	CCOC(=O)N1CCN(C(=O)CSc2nc3ccccc3c(=O)n2-c2ccccc2)CC1	3.3	-5.3	4.1	0.0	0.3
7	O=C(CCN1C(=O)/C(=C\c2ccccc2)SC1=S)NNC(=O)c1ccccc1O	2.1	-0.2	-1.9	17.1	2.2
8	CC(OC(=O)c1ccc(Cl)nc1)C(=O)N1CCc2ccccc21 (stereo unspecified)	-1.7	-1.1	6.9	1.7	0.3
9	COC(=O)[C@@H]1C[C@H]2CC[C@H](O)C[C@H]2N1Cc1ccc(C(F)(F)F)cc1	-0.3	-4.3	0.3	2.6	-0.8
10	COc1ccc(-n2cnnc2SCC(=O)c2ccc(S(=O)(=O)N3CCOCC3)cc2)cc1	0.2	-0.8	0.3	4.3	0.6
11	CCc1ccc(-c2cc3c(=O)n(CC(=O)N4CCCCCC4)nc(C)n3n2)cc1	-1.9	-0.9	-1.2	-10.3	7.8
12	COc1ccc(N(CC(=O)NCCSCc2ccco2)S(=O)(=O)c2ccccc2)cc1	-0.3	-1.8	nt	-3.1	0.2
13	O=C(NCc1ccccn1)C1Nc2ccc(C(F)(F)F)cc2C2C=CCC12 (stereo unspecified)	-1.7	-0.7	0.1	7.6	-0.9
14	CCOc1ccc2ccccc2c1/C=N/NC(=O)CNC(=O)Cc1ccccc1	-1.8	-1.3	nt	13.8	-1.2
15	N#Cc1ccsc1NC(=O)CN1CCN(Cc2ccccc2)CC1	-0.6	-3.7	nt	-4.2	3.1

nr	Anthrax LF prot	BoNT A protease	BoNT F protease	FBA Mtb inh
1	-6.2	1.7	-24.9	1.6
2	6.1	-0.6	-2.6	-3.1
3	-0.1	0.1	1.0	0.6
4	-1.5	-1.1	-19.2	-1.0
5	-1.4	0.0	-7.7	-1.1
6	2.9	-0.5	-16.0	0.2
7	4.6	-0.9	4.3	-1.4
8	-3.4	1.2	2.3	5.9
9	-2.4	-0.5	2.8	2.2
10	?	?	?	1.4
11	-1.1	0.3	-2.3	-0.7
12	-1.0	-1.9	-8.1	2.7
13	-3.6	-0.1	-2.5	2.5
14	-0.8	-0.1	2.2	3.2
15	-7.8	-1.3	-7.5	-5.9

# More records.
nr	smiles	Mtb UGM inh	FadD28 FP inh	BioA inh	GDH-TPI inh	PfHsp40 rescue
16	COc1cc(-c2c(NC(=O)c3ccco3)oc3ccc(Cl)cc3c2=O)cc(OC)c1OC	nt	-3.1	-0.4	27.4	nt
17	Cc1ccc(C)c2c1cc(C)c1nnc(SCC(=O)Nc3cccc(C(=O)O)c3)n12	1.2	-2.2	nt	7.7	-0.7
18	C=CCn1c(NCc2cc(Cl)ccc2O)nc2ccccc21	-0.5	-3.7	-0.4	-7.0	1.0
19	Cc1c(NC(=S)NC(=O)c2ccc(COc3ccccc3)cc2)cccc1C(=O)O	2.8	0.4	0.1	1.4	-0.3
20	CCCCCCN1C[C@@H](n2cc(COC(=O)c3ccccc3)nn2)[C@H](O)C[C@@H]1c1ccc(C)cc1	nt	0.4	-2.2	-1.0	nt
21	Cc1ccc(C(=O)NC(=S)Nc2ccc(CN3CCOCC3)cc2)cc1	1.0	-2.4	0.0	0.7	0.2
22	O=C(c1ccc2c(c1)C(=O)N(Cc1ccncc1)C2=O)N1CCN(S(=O)(=O)c2ccc(OC(F)(F)F)cc2)CC1	nt	-0.2	-0.8	4.2	0.3
23	Oc1c(Br)cc(Cl)cc1C=Nc1ccc(N2CCOCC2)cc1	1.6	-2.2	-0.6	5.0	-0.2
24	Cc1ccc(NC(=O)CSc2nc3ccccc3c(=O)n2CCCN2CCCCC2)cc1C	0.1	-5.8	2.9	-5.7	1.1
25	CC(C)[C@H](NC(N)=O)C(=O)Nc1cccc(S(=O)(=O)NC2=NCCCCC2)c1	nt	-3.3	-0.4	-14.1	-1.1
26	O=C(O)c1ccc(S(=O)(=O)NC2CCCCC2)cc1	0.1	-0.7	nt	6.7	-0.7
27	O=C(NNC(=O)c1ccncc1)Nc1ccc(Cl)cc1	nt	-1.0	nt	2.6	21.5
28	Cn1ccsc1=NC(=O)c1ccc(Cl)cc1	0.2	-1.6	nt	18.3	6.7
29	COc1ccccc1NC(=O)c1cc([N+](=O)[O-])ccc1NCCN1C(=O)CCC1=O	-3.9	-2.1	nt	7.9	0.4
30	CC(OC(=O)CN1C(=O)c2ccccc2C1=O)C(=O)NC1(C#N)CCCCC1 (stereo unspecified)	0.5	-0.5	-0.5	8.2	-1.1

nr	Anthrax LF prot	BoNT A protease	BoNT F protease	FBA Mtb inh
16	5.7	-0.2	-2.6	-3.0
17	-9.4	0.5	-0.6	4.2
18	-9.0	-0.9	?	-1.3
19	-0.8	0.7	-8.4	-0.4
20	-4.4	-0.3	-6.4	1.0
21	1.5	0.2	6.5	-2.4
22	-8.4	-0.6	-3.4	1.1
23	-5.7	0.3	-10.9	0.0
24	-8.9	-1.1	-6.4	-1.0
25	-3.0	2.4	1.4	-0.7
26	-2.7	-0.9	-6.7	1.6
27	-9.8	0.3	-5.9	-1.3
28	4.1	0.2	-2.6	4.3
29	-6.4	-0.7	-7.5	-1.9
30	-8.1	-0.1	-5.4	-1.9

# More structures follow:
nr	smiles	Mtb UGM inh	FadD28 FP inh	BioA inh	GDH-TPI inh	PfHsp40 rescue
31	C#Cc1ccc(NC(=O)C2(C)CCN2C(=O)C2(c3ccccc3)CCCC2)cc1 (stereo unspecified)	nt	-2.8	-1.1	7.5	nt
32	Cc1cccc(C)c1N1CCN(S(=O)(=O)N2CCCCC2)CC1	0.4	-1.9	0.0	0.0	5.2
33	CS(=O)(=O)N1CCC(C(=O)Nc2ccc(Cl)cc2Cl)CC1	nt	-2.7	-1.2	3.6	nt
34	O=c1c2ccccc2nc(/C=C/c2ccccc2)n1CCc1ccccc1	2.5	0.0	nt	3.4	-0.3
35	COc1ccc(C(C#N)N2CCCCCC2)cc1OC (stereo unspecified)	-1.7	0.7	1.0	5.9	0.5
36	COc1ccccc1NC(=O)CCCN1C(=O)C2CC=CCC2C1=O (stereo unspecified)	0.8	-1.2	-0.2	0.3	-1.2
37	Cc1ccccc1N1C(=O)c2sc3nc4c(c(=O)n3c2C1=O)CCC4	0.8	-1.8	0.9	15.3	-1.2
38	CN1CCN(C2=C(NS(=O)(=O)c3ccccc3)C(=O)c3ccccc3C2=O)CC1	-2.4	-3.8	nt	-7.0	0.0
39	COC(=O)C1=C(C)NC(C)=C(C(=O)OC)C1c1ccc(OC(=O)c2ccco2)cc1	0.5	1.4	-1.1	9.2	0.1
40	CC1(NC(=O)c2cc(S(=O)(=O)N3CCCCC3)ccc2Cl)CCS(=O)(=O)C1 (stereo unspecified)	2.5	-1.0	-1.0	7.7	1.6
41	COc1ccc(C(=O)CC(=O)C(=O)Nc2ccccc2Cl)cc1	3.2	-0.4	-1.7	6.4	0.2
42	c1ccc(-c2nnc(NC3=NCCC3)o2)cc1	0.8	1.8	0.4	1.9	-1.7
43	COc1ccc(C(=O)N2CCC(C(=O)Nc3ccc(OC)c(OC)c3)CC2)cc1	3.6	-5.1	7.0	-8.5	0.8
44	CCN(CC(=O)NCc1ccc(Cl)cc1)C(=O)Cc1ccccc1[N+](=O)[O-]	0.4	-0.9	8.7	2.8	-1.4
45	CC1C(=O)N2CCCc3cc(NC(=O)c4ccccc4C(F)(F)F)cc1c32 (stereo unspecified)	0.4	-1.6	-0.2	-8.7	0.1

nr	Anthrax LF prot	BoNT A protease	BoNT F protease	FBA Mtb inh
31	-2.6	-0.5	-2.6	2.2
32	-3.4	-0.8	-5.3	-1.5
33	-3.5	0.1	-1.4	-3.4
34	2.4	-0.1	-7.1	0.9
35	1.3	1.6	4.5	3.7
36	0.6	1.5	-0.1	0.0
37	-12.8	-0.1	2.7	-2.2
38	-4.1	-1.6	-11.0	-5.5
39	-8.4	-0.8	-0.7	13.7
40	-0.2	-1.8	-0.7	1.2
41	-0.4	-1.2	-23.6	0.9
42	-6.3	-0.2	0.4	-0.4
43	2.0	0.2	-1.3	-0.9
44	-2.9	1.0	-4.3	-1.6
45	nt	nt	nt	0.7

# Arranged by molecular weight (descending): 3 of the compounds above.
nr	smiles	Mtb UGM inh	FadD28 FP inh	BioA inh	GDH-TPI inh	PfHsp40 rescue
45	CC1C(=O)N2CCCc3cc(NC(=O)c4ccccc4C(F)(F)F)cc1c32 (stereo unspecified)	0.4	-1.6	-0.2	-8.7	0.1
34	O=c1c2ccccc2nc(/C=C/c2ccccc2)n1CCc1ccccc1	2.5	0.0	nt	3.4	-0.3
33	CS(=O)(=O)N1CCC(C(=O)Nc2ccc(Cl)cc2Cl)CC1	nt	-2.7	-1.2	3.6	nt

nr	Anthrax LF prot	BoNT A protease	BoNT F protease	FBA Mtb inh
45	nt	nt	nt	0.7
34	2.4	-0.1	-7.1	0.9
33	-3.5	0.1	-1.4	-3.4

# Back to the main list, starting 3 compounds before the break.
nr	smiles	Mtb UGM inh	FadD28 FP inh	BioA inh	GDH-TPI inh	PfHsp40 rescue
43	COc1ccc(C(=O)N2CCC(C(=O)Nc3ccc(OC)c(OC)c3)CC2)cc1	3.6	-5.1	7.0	-8.5	0.8
44	CCN(CC(=O)NCc1ccc(Cl)cc1)C(=O)Cc1ccccc1[N+](=O)[O-]	0.4	-0.9	8.7	2.8	-1.4
45	CC1C(=O)N2CCCc3cc(NC(=O)c4ccccc4C(F)(F)F)cc1c32 (stereo unspecified)	0.4	-1.6	-0.2	-8.7	0.1
46	CCCSc1nnc2nc3c(nn12)c1ccccc1n3C	-2.8	-3.3	-2.2	8.4	0.5
47	Cc1ccc(S(=O)(=O)NCCC2=CCCCC2)cc1	nt	-2.8	nt	1.7	0.0
48	CCSc1nnc(NC(=O)CSc2nnc(Cc3cccn3C)n2-c2ccc(F)cc2)s1	nt	-1.2	-1.7	0.0	0.0
49	C/C(=N\Nc1nc2c(s1)CCCC2)c1ccccc1	-1.2	-2.3	-0.5	6.2	0.2
50	CSc1ccccc1C(=O)NCc1ccc(S(N)(=O)=O)cc1	0.6	1.4	-1.3	11.2	18.4
51	COc1cccc(-n2c(Cn3nc(C(F)F)cc3C(F)F)n[nH]c2=S)c1	-0.5	-1.3	nt	3.3	0.2
52	S=C(Nc1nc2c(s1)CCCC2)NC1CC1	-0.7	-5.1	-1.4	3.2	-0.7

nr	Anthrax LF prot	BoNT A protease	BoNT F protease	FBA Mtb inh
43	2.0	0.2	-1.3	-0.9
44	-2.9	1.0	-4.3	-1.6
45	nt	nt	nt	0.7
46	0.3	0.7	-0.7	-2.2
47	2.1	0.5	-5.1	0.2
48	-5.6	-0.7	4.7	-1.8
49	-6.2	-0.7	-22.0	-2.9
50	0.6	-0.5	-9.6	-0.1
51	1.1	0.0	-2.1	-1.9
52	2.6	-0.6	-1.5	-1.7

# Source: PubChem BioAssay (several laboratories)

# Compounds were not picked by outcome. About 4.7% of those tested had a hit in this group.
